Bioassay records deposited in PubChem BioAssay by National Center for Advancing Translational Sciences (NCATS).
USP1-UAF1 inh = blocks the human USP1/UAF1 deubiquitinase complex | O94782 | recombinant USP1/UAF1, Ub-Rhodamine cleavage fluorescence | Potency, µM (series often up to 57.1 µM), for inactives: at the top dose activity change, negative = inhibition, actives largely listed as inhibitors | 390,000 compounds, 0.23% hits | AID 743255; also: potency is read from the fitted curve at half-maximal effect; % is scaled to controls: 0 for no effect and ±100 for the full control effect; nearly all actives have a fitted effect of over 60% in size; inactives centre near -12
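High-throughput fluorogenic screen: 1nM USP1/UAF1 complex, Ub-Rho substrate 150nM final, 50mM HEPES pH 7.8 with 0.5mM EDTA, 0.1 mg/ml BSA, 1mM TCEP and 0.01% Tween-20.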
Pin1 inh = inhibitors of human Pin1. Pin1 FP peptide displacement, HiFluor488, 10 min. Potency, µM (doses to about 115 µM), for the others: at the highest dose activity, negative = inhibition, most hits filed as inhibitors. 390,000 compounds, 0.009% hits. AID 504891; active = well fitted inhibition curve with a large enough effect in the polarisation, with a control signal flat, not every such curve was filed as active; inconclusive = small, poorly fitted or top-dose-only effect, or effect the other way, or a change in a side signal; inactive = no such curve, though single readings can be large or run the other way; the % refers to the polarisation; also: potency is read from the fitted curve at half-maximal effect; % is scaled to controls: 0 for no effect and ±100 for the full control effect
Target sequence (Q13526 whole entry, looked up): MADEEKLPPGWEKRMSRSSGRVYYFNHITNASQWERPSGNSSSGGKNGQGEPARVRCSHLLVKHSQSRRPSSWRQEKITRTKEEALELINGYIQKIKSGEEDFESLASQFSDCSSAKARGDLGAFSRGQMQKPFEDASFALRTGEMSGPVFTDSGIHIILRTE
TrxR1 substrate = substrates of rat thioredoxin reductase 1. O89049. purified TrxR1 substrate turnover, NADPH consumption readout. Potency, µM (doses to about 114 µM), without a hit: at the highest dose activity change, negative = substrate turnover. 390,000 compounds, 0.01% hits. AID 588456; also: potency is read from the fitted curve at half-maximal effect; % is scaled to controls: 0 for no effect and ±100 for the full control effect; nearly all actives have a fitted effect of over 50% in size
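Rat TrxR1, dispensed at 90 nM, was prereduced with 400 uM NADPH (final) for 5 min at ~22 deg C, then incubated with compound 15 min before 400 uM selenite. A first-read NADPH fluorescence drop versus no-compound background flagged substrates.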
TrxR1 inh = blocks rat thioredoxin reductase 1; Potency, µM (highest dose often 114 µM), inactives show at the highest dose activity change, negative = inhibition, hits mostly inhibitors; recombinant rTrxR1, NADPH fluorescence consumption, selenite substrate; O89049; 390,000 compounds, 1% hits; AID 588453; also: potency is read from the fitted curve at half-maximal effect; % is scaled to controls: 0 for no effect and ±100 for the full control effect; nearly all actives have a fitted effect of over 65% in size
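Rat TrxR1 (90 nM in the dispensed reagent) was pre-reduced with 400 uM NADPH for 5 min at room temperature, then incubated with compound for 15 min. After 400 uM selenite was added, NADPH fluorescence (Ex 340/Em 450 nm) was followed for 8 min.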
HP1b binding inh = HP1-beta chromodomain-methylated histone interaction inhibition; AlphaScreen HP1-beta / biotin-H3K9me3 peptide binding; Potency, µM (series often up to 114 µM), for inactives: at the highest dose activity change, negative = inhibition, most hits filed as inhibitors; 390,000 compounds, 0.56% hits; AID 540317; also: potency is read from the fitted curve at half-maximal effect; nearly all actives have a fitted effect of over 70% in size; inactives centre near 23
Target sequence (P83916 whole entry, looked up): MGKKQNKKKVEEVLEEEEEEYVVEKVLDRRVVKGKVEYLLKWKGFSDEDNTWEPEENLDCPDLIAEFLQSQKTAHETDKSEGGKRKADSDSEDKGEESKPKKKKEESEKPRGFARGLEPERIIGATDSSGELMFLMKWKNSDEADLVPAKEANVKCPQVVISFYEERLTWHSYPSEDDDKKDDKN
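Compound inhibition of the preformed complex between 50 nM HP1-beta and 50 nM biotinylated H3K9me3 peptide was read by AlphaScreen. Buffer was PBS pH 7.4 with 0.01% Tween-20. Incubations ran 30 min at room temperature, with 10 ug/mL donor/acceptor beads.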
PGK inhibitor = inhibitors of T. brucei phosphoglycerate kinase. P07378. PGK/GAPDH coupled, Kinase-Glo luminescence, 60 min. 380,000 compounds, 0.043% hits. Potency, µM (series often up to 57.5 µM), inactives show top-dose activity change, negative = inhibition, hits mostly inhibitors; also: potency is read from the fitted curve at half-maximal effect; % is scaled to controls: 0 for no effect and ±100 for the full control effect; nearly all actives have a fitted effect of over 60% in size
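Recombinant glycosomal PGK reaction used 1,3-bisphosphoglycerate generated in-well by GAPDH (100nM final) in 100mM TEA pH 7.6, 5mM MgCl2, 0.01% Tween-20. After 60 minutes at room temperature, ATP was read by Kinase-Glo Plus luminescence end-point.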
mIDH1 inhibitor = human IDH1 R132H inhibition | Potency, µM (top dose mostly 76.6 µM), for the others: at the highest dose activity change, negative = inhibition, most hits filed as inhibitors | IDH1-R132H enzyme, NADPH consumption, diaphorase/resazurin fluorescence | AID 602179 | 390,000 compounds, 0.093% hits; also: potency is read from the fitted curve at half-maximal effect; % is scaled to controls: 0 for no effect and ±100 for the full control effect; nearly all actives have a fitted effect of over 65% in size
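IDH1-R132H (0.5 ug/mL dispensed) in pH 7.5 Tris buffer was preincubated 30 min with compound, then given a substrate mix of 0.016 mM NADPH and 2 mM alpha-KG for 80 min at room temperature; remaining NADPH was read by diaphorase/resazurin fluorescence.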
PI4K2A inh = inhibitors of human PI4K2A; Q9BTU6; purified PI4K2A, ADP-Glo luminescence, 1 h; active compounds read low; activity change, negative = inhibition, % at 76.9 µM; 420,000 compounds, 0.13% hits; AID 1346378; in the data active = activity change below about -50%; inconclusive = mostly about -30% to -49%;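 also: -100% = wells without enzyme as full effect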
Target sequence (Q9BTU6 whole entry, looked up): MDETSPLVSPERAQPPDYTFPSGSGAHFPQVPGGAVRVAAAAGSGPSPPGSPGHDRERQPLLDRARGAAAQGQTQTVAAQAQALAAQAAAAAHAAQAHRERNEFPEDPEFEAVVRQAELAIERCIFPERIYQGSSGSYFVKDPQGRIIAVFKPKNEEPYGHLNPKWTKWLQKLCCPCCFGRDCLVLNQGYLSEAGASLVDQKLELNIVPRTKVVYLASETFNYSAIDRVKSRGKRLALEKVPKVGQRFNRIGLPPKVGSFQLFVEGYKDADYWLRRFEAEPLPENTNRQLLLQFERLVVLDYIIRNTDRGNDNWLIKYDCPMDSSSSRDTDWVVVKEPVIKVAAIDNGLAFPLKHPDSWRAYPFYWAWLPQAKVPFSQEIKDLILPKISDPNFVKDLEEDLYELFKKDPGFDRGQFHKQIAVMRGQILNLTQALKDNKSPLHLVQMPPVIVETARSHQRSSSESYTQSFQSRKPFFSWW
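ADP-Glo luminescence measured ADP generated by PI4K2A enzyme (4 ug/mL before mixing) with 1.2 mM PI substrate (pre-mix) and 300 microM ATP (pre-mix). Tris pH7.5 buffer with MgCl2, Triton X-100; 1 h reaction at ambient temperature.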
GLS inh = blocks human kidney-isoform glutaminase activity; O94925; GLS enzymatic activity, qHTS titration; Potency, µM (highest dose often 45.5 µM), without a hit: at the highest dose activity change, negative = inhibition, actives largely listed as inhibitors; 410,000 compounds, 0.21% hits; AID 624170; also: potency is read from the fitted curve at half-maximal effect; % is scaled to controls: 0 for no effect and ±100 for the full control effect
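Glutamate formation by hKGA was monitored fluorometrically using coupled glutamate oxidase, HRP and Amplex Red. Substrate was added as 1 mM L-glutamine solution; incubation was 30 min at RT after an initial read.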
Numbers without * were called inactive; i = inactive; ? = inconclusive; nt = no result given; & = joins results of further samples; [ ] = another dose, or the depositor's remark. Unless noted, calls follow the shape of the dose curve; as a rule, active = well fitted curve in the direction sought with a large enough effect; inconclusive = small, poorly fitted or top-dose-only effect, or another doubt; inactive = no such curve, though single readings can be large; an effect the other way counts as inactive or inconclusive.

SMILES | USP1-UAF1 inh | Pin1 inh | TrxR1 substrate | TrxR1 inh | HP1b binding inh | PGK inhibitor | mIDH1 inhibitor | PI4K2A inh | GLS inh
NNc1n[nH]c(=S)n1N | -20% | -8% | 1% | -14% | 53%[activator] | -6% | 7% | ? | 12%
CC(=O)N(C1=NCCCS1)c1ccc(F)cc1 | 5% | 4% | -13% | -2% | 42% | -3% | 6% | 3 | 4%
C[N+]1(C)CCN(c2ccccc2)CC1 | -18% | -4% | 8%[57.1 µM] | 17%[57.1 µM] | 0% | -6% | 31%[activator] | 3&-3 | -2%
N#CCCn1cc(C(=O)Nc2ccc([N+](=O)[O-])cc2)c(-c2ccccc2)n1 | -23% | -1% | -12% | -8% | 26% | -5% | 1% | -1 | 0%
Cc1ccc(/C=C2\C(=O)NC(=S)N(c3cccc(F)c3)C2=O)o1 | ? | ? | -3% | 7.9µM* | ? | -18% | -10% | -5 | ?
Cc1cc(O)c(CN2CCN(c3ccccc3)CC2)cc1C | -11% | 0% | 10% | 25% | 34% | -1% | 1% | 6 | 12%
CCCCCn1c(NC(=O)c2ccco2)c(C(=O)OCC)c2nc3ccccc3nc21 | 7.1µM* | ? | 58%[activator] | ? | ? | ? | 0% | ? | -10%
Cc1ccccc1-n1c(C)cc(/C=C2/C(=O)NC(=O)N(Cc3ccco3)C2=O)c1C | -19% | ? | -9% | -4% | -11% | nt | 15% | -12 | 7%
CCOC(=O)N1CCCN(/[N+]([O-])=N/Oc2ccc([N+](=O)[O-])cc2[N+](=O)[O-])CC1 | nt | -7% | -11% | 16µM* | 37% | nt | nt | nt | nt
CN1C(=O)C(=Cc2ccc(N3CCCCCC3)cc2)C(=O)N(C)C1=O | -13% | ? | -17%[57.1 µM] | -43% | 19% | -1% | 1% | -10 | 3%
CC(=O)NC1CC2CCCC(C1)N2C(=O)Nc1ccccc1 (stereo not drawn) | -9% | -11% | 5%[57.1 µM] | 10%[57.1 µM] | 35%[activator] | 7% | 0% | 0 | 0%
NC(N)=N/N=C/c1cn(-c2ccccc2)nc1-c1cccs1 | -7% | 7% | -1% | 3% | 3% | -7% | 8% | -2 | 10%
COC(=O)C1=C(c2cccc(C#N)c2)C[C@@H]2CC[C@H]1N2C(=O)N1CCC(O)CC1 | -16% | -5% | 5% | 18%[57.1 µM] | 39%[activator] | -5% | -2% | 0 | 2%
COc1ccc(-c2[nH]ncc2CNC(C)Cc2ccsc2)c(F)c1 (stereo not drawn) | -12% | -2% | 7% | 19% | 8% | -1% | 3% | -3 | -1%
CCN(CC)C(=O)CN1CCN(c2ccccc2F)CC1 | -22% | -6% | -4% | -6% | ? | -3% | -1% | -3 | -8%
O=[N+]([O-])c1cccc2c([N+](=O)[O-])cccc12 | 11% | -2% | 1% | 8% | 23% | 6% | -4% | 4 | -2%
COC(=O)C1=C(c2ccccc2)C[C@@H]2CC[C@H]1N2C(=O)N1CCCCC1 | -28% | -6% | 9% | 17%[57.1 µM] | 135%[activator] | i | 12% | -5 | 3%
O=c1[nH]c(=O)n(CCc2ccc(F)cc2)c(O)c1C=NCCCn1ccnc1 | -26% | ? | 10%[57.1 µM] | 22%[57.1 µM] | 29% | i | 1% | -6 | 5%
CC[C@H]1OC(=O)C[C@@H](O)[C@H](C)[C@@H](O[C@@H]2O[C@H](C)[C@@H](O[C@H]3C[C@@](C)(O)[C@@H](O)[C@H](C)O3)[C@H](N(C)C)[C@H]2O)[C@@H](CC=O)C[C@@H](C)C(=O)/C=C/C(C)=C/[C@@H]1CO[C@@H]1O[C@H](C)[C@@H](O)[C@@H](OC)[C@H]1OC | -19% | 1% | 3% | 12% | 77%[activator] | i | 3% | 5 | 7%
COc1cc(C(=S)N2CCOCC2)cc(OC)c1OC(=O)Cc1ccccc1 | -26% | -1% | 1%[57.1 µM] | 17%[57.1 µM] | -21% | -2% | -1% | 0 | 0%
O=Cc1cn(Cc2cccc(F)c2)c2ccccc12 | -21% | -1% | -5% | -8% | 48%[activator] | i | 8% | -3 | -2%
C=C1C(=O)OC2CC3(C)OC3CCC(C)=CC(OC(C)=O)C12 (stereo not drawn) | -18% | -7% | 12%[57.1 µM] | ? | 64%[activator] | 1% | 4% | 10 | 6%
CCOC(=O)c1cc2c(cn1)[C@@H](CCO)NC2 | -24% | -6% | 12% | 18% | 13% | -5% | 5% | -2 | -11%
O=C(Oc1ccc2ccccc2c1Cl)N1CCCC1 | -7% | -1% | 16%[57.1 µM] | 17%[57.1 µM] | 84%[activator] | i | 1% | -2 | 2%
COc1c(C)cc(C(=O)C2CCCN(Cc3cccc(O)c3)C2)cc1C (stereo not drawn) | -15% | 3% | 0% | 20% | 3% | -6% | -11% | 4 | 4%
Cc1ccc2nc(NC(=O)c3cccn(Cc4ccccc4F)c3=O)sc2c1 | ? | 1% | -1%[57.1 µM] | 10%[57.1 µM] | 30%[57 µM] | -3% | -6% | -1 | -5%
Nc1c(C(=O)NCCN2CCOCC2)c2nc3ccccc3nc2n1Cc1ccco1 | -8% | 27% | 89%[activator][57.1 µM] | -17%[57.1 µM] | 71% | i | 5% | 14 | 6%
COc1cc2c(cc1OC)C(C)NCC2 (stereo not drawn) | -19% | -6% | 2% | 19% | 59%[activator] | -9% | -6% | -3 | 1%
COC(=O)C1=C(c2ccc(F)cc2OCc2ccccc2)C[C@@H]2CC[C@H]1N2C(=O)NCc1ccc(F)cc1 | -18% | 10% | 2%[57.1 µM] | -4%[57.1 µM] | 33% | -2% | 5% | -2 | 0%
CCC(C)c1ccc(N2C(=O)NC(=O)/C(=C/c3cccn3CCOc3ccc(C)cc3)C2=O)cc1 (stereo not drawn) | 1% | ? | -21% | ? | 23% | 5% | -3% | -3 | 6%
CCOC(=O)N1CCN(Cc2cn3ccccc3n2)CC1 | -3% | -11% | 2%[57.1 µM] | 5%[57.1 µM] | ? | i | 5% | 1 | -13%
O=C(COc1ccccc1)Nc1ccc(Cl)cc1C(=O)c1ccccc1 | -1% | 3% | -10% | -16% | 31% | -6% | 2% | 0 | 6%
ClCCN(CCCl)c1ccc(C2=NCCc3ccccc32)cc1 | -25% | 1% | 6%[57.1 µM] | 6%[57.1 µM] | 13% | 3% | 5% | -4 | -11%
CCOP(=O)(OCC)C(NC(=O)C(C)C)C(Cl)(Cl)Cl (stereo not drawn) | -19% | 0% | -2% | 7% | 48% | i | 14% | -1 | -14%
CCOC(=O)c1ccc2c(c1)N(C)C(=O)c1ccccc1S2 | -24% | -8% | -8% | -18% | 57%[activator] | i | 0% | -1 | 0%
CCOP(=S)(OCC)N1CC1 | -12% | -10% | 11%[57.1 µM] | 13%[57.1 µM] | 23% | -8% | 8% | 2 | -1%
CC(C(=O)Nc1ccc(Br)cc1C(=O)c1ccccc1)N1CCOCC1 (stereo not drawn) | -5% | -5% | 3%[57.1 µM] | 10% | 30% | -1% | 0% | 5 | 4%
COC(=O)C1=C(c2ccc(OC(F)(F)F)cc2)C[C@@H]2CC[C@H]1N2C(=O)NCCOc1ccccc1Cl | -15% | 9% | -8% | 20% | 45%[activator] | i | -17% | -6 | -3%
Clc1ccccc1CNCCc1c[nH]c2ccccc12 | -22% | nt | nt | nt | nt | 5% | -1% | -2 | 11%
COc1cccc(N=Cc2c(O)n(Cc3ccco3)c(=O)[nH]c2=O)c1 | -10% | 70%[activator] | 7% | -12% | 18% | -4% | 5% | -10 | -2%
CCCCn1c(O)c(C(C)=NCCN2CCOCC2)c(=O)[nH]c1=O | -6% | -3% | 2%[57.1 µM] | -13%[57.1 µM] | 35% | -6% | 1% | 0 | -3%
CCC(=NCc1ccco1)c1c(O)n(-c2ccccc2C)c(=O)[nH]c1=O | -22% | -4% | 5% | -8% | 25% | -2% | 0% | -4 | -9%
O=C(Nc1ccc2c(c1)OCO2)c1cccn(Cc2ccccc2)c1=O | -33% | 1% | 4%[57.1 µM] | 19%[57.1 µM] | 41%[activator] | -7% | 5% | 7 | -11%
CCOP(=O)(OCC)C1(O)C(=O)Nc2ccc(Br)cc21 (stereo not drawn) | -2% | -1% | -13% | -62% | 21% | -11% | 5% | -3 | -10%
O=C1NC(=O)N(c2cccc(Cl)c2)C(=O)/C1=C\c1ccc(Sc2nc3ccccc3[nH]2)o1 | -14% | ? | 5% | 8.9µM* | ? | ? | ? | ? | -20%
O=C(CF)NC(Nc1cccc2cccnc12)C(Cl)(Cl)Cl (stereo not drawn) | -12% | -8% | 3% | 11% | 17% | 3% | 12% | -16 | 8%
COc1ccc(-c2cn(CCO)nc2-c2ccc(OC)cc2)cc1 | -11% | 3% | -15%[11.4 µM] | -21%[11.4 µM] | 11% | 2% | 0% | 2 | ?
Nc1ccc(Cl)cc1C(=O)c1ccccc1 | -20% | 26% | 1% | 16% | 20% | -3% | -6% | -1 | -2%

This is a subset; count on the stated rates, not on these rows.
